Compound activity as filed in PubChem BioAssay.
Myeloid diff 2: compounds promoting myeloid differentiation; calls only at 10 µM; AID 624256; ER-HoxA9 myeloid progenitors, lysozyme-GFP differentiation, flow cytometry; actives 1% (n = 360,000);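 active means normalized GFP-positive differentiation at or above the plate's own cutoff, the solvent-only control mean plus 3 SD; inconclusive means no clear call, values can overlap the other calls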;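 further: cells exposed to compound for four days before flow analysis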
b-catenin transl: beta-catenin nuclear translocation modulation | nuclear translocation activity, % at 5 µM | HeLa beta-catenin nuclear translocation, immunofluorescence imaging | actives 0.3% (n = 190,000);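 active means nuclear translocation activity above 50% at 5 µM, with a well cell count of 50 or more; inconclusive means wells under 50 cells across six images, flagged as toxic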;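 further: per-cell ratio of nuclear to cytoplasmic median beta-catenin stain intensity; plate controls were DMSO negative control for no effect and GSK-3 inhibitor IX positive control for full effect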
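Test system: human HeLa cells, endogenous beta-catenin. Times: 24 h compound exposure, 37°C. Measured by: beta-catenin immunofluorescence imaging with DAPI.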
West Nile virus CPE: West Nile virus antiviral activity, cell-based, CPE readout (AID 1621) | West Nile virus-infected cells, CPE inhibition; higher % means a stronger effect | one-dose CPE inhibition, % at 10 µM; IC50 in µM for titrated hits | actives 0.02% (n = 290,000); in the data active means a potency from the dose series; inconclusive means CPE inhibition mostly from about 3.7% at the one dose, without a potency; inactive means the rest, 99 in 100 with CPE inhibition below about 2.2%; further: strong numbers were not always called active
WT yeast gro inh: growth inhibition of WT yeast, mitochondrial fusion screen; mitochondrial fusion phenotypic screen, WT strain; inhibition, % at 10 µM; actives 2.1% (n = 190,000); in the data active means inhibition above about 58%; tested in S. cerevisiae
MgcRacGAP inhibition: MgcRacGAP GTPase-activating activity inhibitors, confirmation, biochemical, ADP Hunter fluorescence; actives 0.6% (n = 340,000); AID 624330; inhibition, % at 30 µM; hits with a dose series show IC50 in µM; MgcRacGAP-stimulated Rac1 GTP hydrolysis, ADP Hunter fluorescence; higher % means a stronger effect; GST-tagged Rac1 F28L mutant substrate;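 active means first-screen hits whose inhibition reached a set limit at any dose in the follow-up dose series; inconclusive means inhibition above the set first-screen limit but never retested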;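 further: fluorescence reports GDP produced by GAP-driven GTP hydrolysis; strong numbers were not always called active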
T cell modulator: modulates CD8 T cell binding to vesicles; AID 2052; actives 0.068% (n = 330,000); 2C CD8+ T cell-vesicle binding, flow cytometry; active compounds read low; calls only at 7 µM;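 active means response, share of CD8 T cells binding vesicles, and their 90th percentile fluorescence all below set limits, cut at about 80% in these data, passing the limit was not always enough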
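Also added: QL9-peptide-loaded Drosophila micro-vesicles bearing Ld, ICAM-1 and B7-1; Test system: purified 2C TCR transgenic mouse naive CD8+ T cells; Measured by: cytometric PE anti-B7-1 and Alexa647 anti-CD8 signals after 1% paraformaldehyde fixation; Timing: binding step 1.5 h, 37 °C, antibody labelling 20 min, ice.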
SV40 large T antigen: SV40 large T antigen inhibitors, biochemical (AID 1903); one-dose inhibition, % at 20 µM; IC50 in µM for titrated hits; actives 0.39% (n = 310,000); SV40 large T antigen ATPase/helicase inhibition assay; higher % means a stronger effect; in the data active means a potency from the dose series; inconclusive means inhibition mostly from about 32% at the one dose, without a potency; inactive means the rest, 99 in 100 with inhibition below about 32%; further: strong numbers were not always called active
Salmonella PhoP GFP: inhibitors of PhoP regulon expression, primary screen, Salmonella Typhimurium, GFP reporter (AID 1863); S. Typhimurium PhoP-regulated promoter GFP reporter, 4 h; higher % means a stronger effect; inhibition, % at 50 µM, or IC50 in µM where a hit was titrated; actives 0.16% (n = 300,000);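 active means inhibition over 29.93%, a cutoff 3 SD above the screen mean, later confirmed by dose response; inconclusive means inhibition over 29.93% but no dose response follow-up; inactive means inhibition at most 29.93% or unconfirmed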;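 further: 0% = low Mg2+ inducing control and 100% = high Mg2+ repressing control; strong numbers were not always called active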
RSV antiviral HEp-2: inhibition of RSV-induced cytopathic effect – HEp-2 cells, primary 10 µM value included (AID 2391); HEp-2 cells, RSV-induced CPE inhibition; higher % means a stronger effect; one-dose CPE inhibition, % at 10 µM; IC50 in µM for titrated hits; actives 0.13% (n = 310,000); in the data active means a potency from the dose series; inconclusive means CPE inhibition mostly from about 23% at the one dose, without a potency; inactive means the rest, 99 in 100 with CPE inhibition below about 21%; further: strong numbers were not always called active
WT yeast gro inh mutant strain: second read-out of WT yeast gro inh, no call of its own (marks repeat the call); inhibition, %; mitochondrial fusion phenotypic screen, mutant strain inhibition
b-catenin transl cell count 5 µM: also measured in b-catenin transl; calls as there; cell count; measured here: cell count, cytotoxicity flag
T cell modulator vesicle-bound %: second read-out of T cell modulator, no call of its own (marks repeat the call); double positive events, %; measured here: CD8+ vesicle-bound cell fraction;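 binding gate set so that unloaded-vesicle control wells show 10% double positive cells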
Myeloid diff 2 GFP+ MAC1+ %: recorded beside Myeloid diff 2, whose call it bears; GFP+ MAC1+ double positive, %; measured here: differentiation confirmed by MAC1 staining
An asterisk follows results filed as active; i = inactive; ? = inconclusive; . = not tested or not shown; + = active, no number.

molecule	Myeloid diff 2	Myeloid diff 2 GFP+ MAC1+ %	b-catenin transl	b-catenin transl cell count 5 µM	West Nile virus CPE	WT yeast gro inh	WT yeast gro inh mutant strain	MgcRacGAP inhibition	T cell modulator	T cell modulator vesicle-bound %	SV40 large T antigen	Salmonella PhoP GFP	RSV antiviral HEp-2
CCc1cc2c(-c3ccccc3)cc(=O)oc2cc1OC(=O)c1cccs1	i	0.0	-1.7	1093	-0.8%	48	31	1%	i	28	5%	-14%	0.6%
COc1ccc(-c2nc(-c3ccncc3)no2)cc1	i	1.1	.	.	0.6%	.	.	6%	i	26	-4%	4%	8.8%
O=C(NC1CCN(Cc2ccccc2)CC1)c1cccc(S(=O)(=O)Nc2ccc(F)cc2)c1	i	1.5	.	.	.	.	.	7%	i	44	.	.	-0.5%
COc1ccc(CN(CC(=O)NCC2CCCO2)C(=O)CNS(=O)(=O)c2ccc(C)cc2)cc1 (centres undefined)	i	0.8	-0.1	1161	-0.2%	5	-1	15%	i	30	8%	-1%	0.3%
COC(=O)c1c(NC(=O)COc2ccc(Cl)cc2)sc2c1CC(C)(C)NC2(C)C	.	.	.	.	-1.3%	.	.	6%	i	45	8%	4%	-3.0%
CCCc1ccc2oc(C(=O)N3CCN(C4CCS(=O)(=O)C4)CC3)c(C)c2c1 (centres undefined)	i	0.7	.	.	-0.3%	.	.	6%	i	27	6%	3%	0.9%
CCN1CCN(Cc2c(O)ccc3c2O/C(=C\c2ccccc2)C3=O)CC1	i	0.7	-0.7	1023	-0.8%	3	-9	1%	i	47	12%	-6%	-1.0%
O=C(NNC(=O)c1cc(-c2cccc(Br)c2)nc2ccccc12)c1csc(N2CCOCC2)n1	i	1.3	.	.	.	.	.	12%	i	52	3%	4%	-1.2%
COCCCNC(=O)C1CC(=O)N(c2ccc(C)cc2)C1 (centres undefined)	i	1.0	-7.1	1016	-0.1%	-1	13	16%	i	44	1%	-3%	1.2%
COc1ccccc1NCc1ccc([N+](=O)[O-])s1	i	0.5	0.2	960	-0.1%	-4	-13	15%	i	30	8%	13%	0.9%
CCC(C(=O)NCc1ccco1)N(C(=O)CNS(=O)(=O)c1ccc(F)cc1)c1ccccc1F (centres undefined)	i	2.1	.	.	-0.7%	.	.	3%	i	8	0%	2%	-0.7%
CCOC(=O)Cn1c(=NC(=O)CSC(C)=O)sc2cc(F)ccc21	i	1.4	-2.6	1071	0.5%	1	-2	0%	i	20	8%	-5%	2.8%
N#CCCN(Cc1ccccc1)C(=S)Nc1ccccc1	i	0.4	.	.	-0.1%	-11	-19	11%	i	40	10%	-14%	0.6%
O=C(O)CC1(CC(=O)NCc2csc(-c3cccs3)n2)CCCCC1	i	0.7	-0.1	1010	1.2%	.	.	-10%	i	33	12%	3%	2.2%
Cc1cc(C)nc(SC2=CS(=O)(=O)c3ccccc32)n1	+	0.2*	-0.9	1043	2.8%	-5	-15	8%	i	12	8%	3%	-1.7%
COc1ccc(N2CCN(c3nc4ccccn4c(=O)c3/C=C(\C#N)S(=O)(=O)c3ccccc3)CC2)cc1	i	0.6	.	.	0.1%	.	.	8%	i	30	13%	-4%	0.7%
CC(C)(C)/C=N/NC(=O)CNC(=O)c1ccc2c(c1)OCCO2	i	0.0	3.3	419	-0.3%	-7	-15	6%	i	24	3%	-13%	0.5%
Cn1cc(SCC(=O)NC2CCCCC2)c2ccccc21	i	0.8	.	.	-1.1%	.	.	3%	i	25	25%	-7%	0.9%
O=C(NNC1=NCCC1)c1cccc(Br)c1	i	0.2	-0.9	1340	0.1%	.	.	6%	i	15	0%	5%	2.5%
COc1ccc(CNCC(O)(c2ccccc2)c2ccccc2)cc1	i	0.6	.	.	-1.1%	.	.	.	i	57	6%	8%	0.9%
Cc1cccc(C(=O)NCCN(C)C)c1	i	0.5	.	.	0.4%	-3	7	11%	i	50	3%	-5%	1.3%
CCS(=O)(=O)NCCCCc1ccccc1	i	0.8	2.4	1151	0.4%	3	-27	2%	i	48	-1%	9%	0.3%
O=C(C1CCC1)N1CCc2cc(S(=O)(=O)NCCCN3CCCCC3)ccc21	i	0.0	.	.	-1.1%	.	.	8%	i	36	14%	-7%	0.1%
COc1ccc(NC(=O)c2cc(-c3ccc(OC)c(OC)c3)nc3ccccc23)c(OC)c1	i	0.5	.	.	0.2%	.	.	5%	i	44	23%	1%	2.9%
CCOC(=O)Cc1nnc(Nc2ccc(C(=O)NC)cc2)c2ccccc12	i	1.1	0.5	1373	-0.8%	.	.	-11%	i	31	8%	-9%	2.6%
CCCCC(=O)Nc1cccc(-c2nn3c(C)nnc3s2)c1	i	4.7	-1.3	1102	-0.2%	-5	-14	3%	i	46	3%	6%	-0.4%
COC1Cc2ccccc2N(C(=O)N2CCN(CCO)CC2)c2ccccc21 (centres undefined)	i	1.7	-2.8	1401	.	25	17	3%	i	1	5%	-9%	-1.5%
CCC(=O)n1nc(-c2cccnc2)nc1NCc1cccs1	i	0.5	-1.3	1103	0.1%	1	-3	11%	i	31	8%	-1%	0.6%
Cc1ccc(N(C(=O)c2csnn2)C(C(=O)NC2CCCCC2)c2ccco2)cc1 (centres undefined)	i	0.7	.	.	-0.9%	.	.	1%	i	31	1%	1%	1.0%
CCC(=O)N(C)CCc1cc2c(c(OC)c1/C=N/NS(=O)(=O)c1ccc(C)cc1)OCO2	i	0.5	-0.7	1309	0.2%	.	.	10%	i	32	22%	-7%	9.2%
O=C(NCCc1ccccc1)C1CCN(C2CCN(Cc3ccco3)CC2)CC1	i	0.6	-0.6	905	-1.6%	7	-1	6%	i	49	5%	-9%	-0.2%
O=C(CN1CCOCC1)Nc1ccc([N+](=O)[O-])cc1Br	i	0.2	-3.2	1115	0.0%	-2	-2	0%	i	15	8%	-5%	-1.8%
Cc1ccc(SCc2cc(=O)n3ccsc3n2)c(C)c1	.	.	-3.7	1097	-0.6%	-5	-16	.	i	32	1%	5%	0.7%
Cc1cc(C)cc(C(=O)N(CCc2ccccc2)C2CC3CCC(C2)N3C)c1 (centres undefined)	i	0.0	.	.	0.2%	.	.	8%	i	63	5%	-7%	-1.1%
Cc1ccc2cc(C#N)c(NCCNC(=O)C3CC3)nc2c1C	i	1.2	-2.8	1159	.	-2	5	8%	i	46	5%	1%	5.6%
O=C1NCCCN1Cc1ccc(F)cc1Cl	i	7.1	-3.9	1143	-0.1%	-17	-3	-2%	.	.	6%	4%	.
Cc1nc(N2CCOCC2)[nH]c(=O)c1C(O)C(Cl)(Cl)Cl (centres undefined)	i	0.7	1.2	1301	0.3%	.	.	6%	i	25	15%	-2%	1.1%
CCOC(=O)/C(CCC[N+](C)(CC)CC)=N\O	i	0.4	-1.0	541	0.4%	-5	-25	-2%	i	39	5%	-6%	1.0%
O=C(N/N=C\c1cccs1)c1ccccc1-n1cccc1	i	0.8	-2.0	1101	0.2%	-21	-9	8%	i	20	2%	-6%	-0.3%
CCc1nc(NCCN)c(C#N)c2c1CSC(C)(C)C2	i	0.6	-1.0	827	-0.1%	1	7	9%	i	20	8%	6%	0.4%
O=C(Nc1nncs1)C(Sc1ccccc1)c1ccccc1 (centres undefined)	i	0.2	-2.9	538	0.4%	-1	4	7%	i	48	23%	-16%	4.4%
COCCNCc1ccccc1[N+](=O)[O-]	i	0.9	.	.	.	.	.	9%	i	49	18%	-1%	2.2%
CS(=O)(=O)c1ccc2nc(NC(=O)Nc3ccccc3F)sc2c1	i	1.2	.	.	0.0%	.	.	7%	i	24	7%	3%	1.7%
C[N+](C)(CC#N)C/C=C\c1ccccc1	i	0.6	-0.4	1512	0.1%	8	15	-6%	i	32	2%	2%	-0.7%
CCN1CCN(c2nc(N)c([N+](=O)[O-])c(Nc3ccc(C)cc3)n2)CC1	i	0.7	.	.	-0.4%	8	0	8%	i	25	3%	-14%	0.3%
CSc1nnc(-c2sccc2-n2cccc2)o1	i	0.2	-3.0	1121	0.7%	-8	-2	10%	i	20	5%	-3%	0.6%
Cc1cccc(-c2nc(CNC(=O)c3ccco3)cs2)c1	i	1.4	.	.	-0.1%	.	.	-2%	i	59	7%	-3%	3.9%
COc1ccc(CNC(=O)CSc2ncn[nH]2)cc1OC	+	12*	.	.	0.0%	.	.	1%	i	19	0%	3%	4.1%
COCCN1C=C2C(=O)C(C)(OC(=O)C3CCCC3)C(=O)C=C2C=C1c1ccsc1 (centres undefined)	i	1.5	-0.7	1152	0.0%	.	.	5%	i	13	10%	-4%	0.3%
Cc1ccc(S(=O)(=O)N(C)C)cc1NC(=O)C1CCC1	i	0.8	-1.1	1133	1.5%	.	.	6%	i	35	4%	-3%	0.0%

Next section.
molecule	Myeloid diff 2	Myeloid diff 2 GFP+ MAC1+ %	b-catenin transl	b-catenin transl cell count 5 µM	West Nile virus CPE	WT yeast gro inh	WT yeast gro inh mutant strain	MgcRacGAP inhibition	T cell modulator	T cell modulator vesicle-bound %	SV40 large T antigen	Salmonella PhoP GFP	RSV antiviral HEp-2
O=C(Nc1ccc(Cl)cc1)c1ccc(CN2CCc3ccccc3C2)cc1	i	0.7	.	.	-1.3%	.	.	9%	i	59	7%	5%	0.2%
CC(=O)Nc1ccc(S(=O)(=O)N(C)c2nc3ccccc3nc2Cl)cc1	?	.	.	.	0.0%	.	.	7%	i	27	6%	-2%	1.5%
C#CCC(NC(=O)c1ccc(C(F)(F)F)cc1)C(=O)NCCC (centres undefined)	i	0.5	.	.	.	.	.	4%	i	31	.	.	1.0%
Cc1ncc(S(=O)(=O)c2ccccc2)c(-c2ccccc2)n1	i	0.6	.	.	0.6%	-15	-18	11%	i	41	-2%	2%	2.6%
C=CCNc1nc(Nc2ccc([N+](=O)[O-])cc2)nc(OC)n1	i	0.6	-0.4	1106	-0.1%	0	-11	-2%	i	48	25%	2%	1.8%
CCOc1ccc(C(=O)Nc2ccc(C(F)(F)F)n(C)c2=O)cc1	i	0.8	-4.2	563	-0.3%	21	14	-5%	i	45	1%	4%	0.2%
